NOD2 RIPK2 PPI – inhibitors of human NOD2-RIPK2 interaction; inhibition, % at 4.98 µM; AID 624267; hit rate 0.38% among 360,000; CHO BLA complementation NOD2-RIPK2, CCF4 ratio; in the data active = inhibition above about 21%;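 note: 0% = vehicle only and 100% = reference blocker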
MC4R antag cAMP – antagonists of human melanocortin 4 receptor (MC4R). P32245. MC4R-expressing cells, MTII-stimulated cAMP, LANCE TR-FRET. inhibition, % at 6.5 µM. hit rate 0.48% among 360,000;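 active = inhibition above its plate's cutoff, the mean of tested wells on that plate plus 3 SD, cut at about 29% in these data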;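 note: 0% = Melanotan II alone and 100% = Melanotan II plus saturating MCL0020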
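Material: U2OS-MC4R stable cell line | Reagent: Melanotan II challenge after compound preincubation | Doses: One concentration, 6.5 µM nominal | Incubation: 30-min compound preincubation, 1-h Melanotan II challenge, 1-h detection, room temperature | Signal: TR-FRET cAMP assay | Replicates: One well per compound, no replicates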
N-glyco inh – blocks N-linked glycosylation in D54 reporter cells | D54 ERlucT glycosylation luciferase reporter, 24 h; percent of 100 nM tunicamycin response | reporter increase, % at 12.5 µM | hit rate 0.23% among 360,000;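 active = mean luciferase reporter signal, scaled so untreated is 0 and the glycosylation-blocking control 100, at or above a set limit in every replicate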;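 note: luciferase carries N-glycosylation sites so blocking glycosylation raises the light; 0% = median of neutral control wells and 100% = median of 100 nM tunicamycin wells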
MC4R barr agon – human MC4R agonism via beta-arrestin; P32245; U2OS MC4R beta-arrestin complementation, luminescence; percent of melanotan II response, DMSO zero; activation, % at 8.9 µM; hit rate 0.98% among 360,000; AID 540308;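 active = activation above a per-plate cutoff, the mean activation of sample wells on that plate plus 3 SD, cut at about 8% in these data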
ABHD5 PLIN5 PPI – blocks binding of human ABHD5 to perilipin-5; Q00G26+Q8WTS1; Split G. princeps luciferase complementation, luminescence, 4 h; inhibition, % at 4 µM; hit rate 0.78% among 360,000; AID 602281;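 active = inhibition above the mean inhibition across every tested compound plus 3 SD, cut at about 22% in these data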;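 note: 0% = DMSO only wells and the 100% control is not disclosed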
Target sequence (Q00G26 whole entry, looked up): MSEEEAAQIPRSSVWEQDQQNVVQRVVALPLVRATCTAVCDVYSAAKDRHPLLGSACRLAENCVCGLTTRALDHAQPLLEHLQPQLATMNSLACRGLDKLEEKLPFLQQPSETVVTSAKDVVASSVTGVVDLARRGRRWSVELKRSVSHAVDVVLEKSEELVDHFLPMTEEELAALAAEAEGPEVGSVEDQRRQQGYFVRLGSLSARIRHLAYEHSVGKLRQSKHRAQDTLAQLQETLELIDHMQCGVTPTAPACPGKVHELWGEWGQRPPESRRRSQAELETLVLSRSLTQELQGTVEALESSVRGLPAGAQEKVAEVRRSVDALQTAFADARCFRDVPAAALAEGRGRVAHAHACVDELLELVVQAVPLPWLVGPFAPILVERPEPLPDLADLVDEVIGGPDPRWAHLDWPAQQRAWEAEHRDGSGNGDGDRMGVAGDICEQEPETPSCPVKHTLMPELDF
Target sequence (Q8WTS1 whole entry, looked up): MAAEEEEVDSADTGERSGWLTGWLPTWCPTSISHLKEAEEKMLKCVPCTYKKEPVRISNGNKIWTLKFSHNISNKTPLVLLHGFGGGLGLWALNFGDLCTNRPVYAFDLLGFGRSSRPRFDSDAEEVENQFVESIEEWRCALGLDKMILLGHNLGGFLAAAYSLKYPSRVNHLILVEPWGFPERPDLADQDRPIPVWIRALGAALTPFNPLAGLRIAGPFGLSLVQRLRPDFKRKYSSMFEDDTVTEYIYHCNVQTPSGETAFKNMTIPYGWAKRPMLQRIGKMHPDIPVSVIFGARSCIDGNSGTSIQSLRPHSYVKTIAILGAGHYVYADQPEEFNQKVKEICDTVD
ABCB6 inh MLPCN – blocks the human ABCB6 transporter. hit rate 0.19% among 360,000. K562-ABCB6 porphyrin accumulation, flow cytometry, 1 h; hits give low values. fluorescence ratio to DMSO, % at 10 µM. Q9NP58;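 active = fluorescence ratio to DMSO below 75%, the collection mean minus 3 SD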;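 note: signal is porphyrin accumulated inside mitochondria; 100% equals median channel fluorescence of DMSO control wells; lower ratio means ABCB6 inhibition with less porphyrin fluorescence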
TLR9-MyD88 inh – TLR9-MyD88 interaction inhibition | CHO BLA complementation TLR9-MyD88, CCF4 FRET ratio | Q9NR96+Q99836 | hit rate 0.21% among 340,000 | inhibition, % at 4.98 µM;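 active = inhibition above the mean over all tested compounds plus 3 SD, cut at about 21% in these data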;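 note: 0% = DMSO only wells and 100% = clavulanate BLA inhibitor control wells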
aDG glyco act – increases alpha dystroglycan glycosylation | AID 624168 | hit rate 0.22% among 360,000 | activation, % at 10 µM | Pro5-aDG cells, alpha-DG glycosylation AlphaScreen (IIH6); 0% Pro5, 100% B10-LARGE cell signal;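 active = activation of at least 8% versus controls, or a plate z-score of at least 8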;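 note: Pro5 are CHO cells carrying HIG-tagged alpha-DG that lacks glycosylation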
Exocytosis inh – blocks lytic granule exocytosis. hit rate 0.66% among 360,000. inhibition, % at 10 µM. TALL-104 LAMP-1 surface exposure, flow cytometry; cells stimulated with thapsigargin and PMA. AID 651702;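 active = inhibition above about 55%, limit read from the data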
Vif inh – blocks HIV Vif function | inhibition, % at 7.49 µM | hit rate 0.35% among 340,000 | AID 602346 | HEK293T cells, Vif self-association by quenched fluorescence, imaging, 24 h; in the data active = inhibition above about 50%, passing the limit was not always enough; note: some results filed as inactive read as strong as hits
The depositor's hits bear a star; x = not tested or not shown.

SMILES	NOD2 RIPK2 PPI	MC4R antag cAMP	N-glyco inh	MC4R barr agon	ABHD5 PLIN5 PPI	ABCB6 inh MLPCN	TLR9-MyD88 inh	aDG glyco act	Exocytosis inh	Vif inh
Cc1ccc(S(=O)(=O)NCCCCCC(=O)NCCc2ccccc2)cc1	3	12	1	-1.1	2	96	9	-0.1	5	-17
COC(=O)c1cc(C(=O)N2CCN(c3ncccn3)CC2)cc([N+](=O)[O-])c1	-13	-7	0	-1.3	-6	95	9	0.0	-8	24
O=C(CSC1=NCCN1)C1COc2ccccc2O1 (configuration not stated)	-1	4	0	-1.0	-5	104	8	-0.1	-5	10
COc1ccc(OC)c(NC(=O)C2CC(=O)N(c3ccc(Br)cc3)C2)c1 (configuration not stated)	0	-1	0	3.6	3	102	0	1.7	-5	-10
CCOC(=O)[C@]12Cc3c(cc(OC)c(OC)c3OC)[C@H]1N(Cc1ccccc1)C(=O)c1cc(F)c(F)cc12	-6	x	x	x	-8	96	x	0.0	-1	x
Cc1cc(C)cc(OCC(=O)NC2CCCc3ccccc32)c1 (configuration not stated)	-6	2	-1	0.1	-9	86	2	0.0	1	-2
COCCCNC(=O)c1cccs1	-2	4	1	-0.1	-5	92	-6	0.3	1	-8
Cc1ccc(O)c(NC(=O)c2noc3c2CCc2ccccc2-3)c1	8	-2	3	0.3	0	102	8	0.6	-2	-1
C/C(=N/NC(=O)CNS(=O)(=O)c1ccccc1)c1ccc(Br)cc1	4	0	1	-0.5	-1	98	-5	0.1	-12	-8
N#CC1(NC(=O)CSc2nc3ccc([N+](=O)[O-])cc3s2)CCCCC1	-8	20	-2	-3.6	-7	99	3	0.1	-5	1
CC(=O)c1c(C)[nH]c(C(=O)OCC(=O)c2c(N)n(CC(C)C)c(=O)n(C)c2=O)c1C	-1	5	8	-0.9	1	97	-5	0.2	1	-2
Cc1nc2ccccn2c1C(=O)NNS(=O)(=O)c1ccc(Cl)cc1	1	16	0	-2.4	1	98	7	0.1	-4	-1
Oc1ccc(Nc2nc(NCC3CCCO3)c3ccccc3n2)cc1 (configuration not stated)	-16	7	17	-0.3	8	100	7	-0.4	-2	5
CCC(C)(C(=O)NC1CCCC1)N(Cc1ccco1)C(=O)c1ccccn1 (configuration not stated)	-8	-2	-1	-0.4	5	98	1	0.1	14	27
O=C(O)CCCC(=O)N1CCN(c2nc(-c3ccccc3Cl)c3cc(Br)ccc3n2)CC1	-7	20	2	-0.8	-7	96	1	0.2	5	-10
COc1cc(/C=N/Nc2nncc3ccccc23)cc(OC)c1OC	-7	-8	1	-1.0	-1	139	-10	-0.1	-10	-5
CCOC(=O)/C(C#N)=C/c1ccc(OCC(=O)Nc2ccccc2)c(OC)c1	-3	0	0	8.7*	-5	96	-8	-0.1	3	x
CSc1ncccc1C(=O)NNC(=O)c1csc(N2CCOCC2)n1	-11	2	1	-0.4	5	99	7	-0.2	1	x
Cc1cc(=O)oc2cc(OCC(=O)N3CC[C@@]4(O)CCCC[C@H]4C3)ccc12	3	10	1	-1.3	5	100	-6	-0.1	-1	10
CC(C)CN1CC(C(=O)O)CC1=O (configuration not stated)	-11	25	3	0.4	3	97	1	0.5	-3	-2

The list goes on, starting with the last four of the part before.
SMILES	NOD2 RIPK2 PPI	MC4R antag cAMP	N-glyco inh	MC4R barr agon	ABHD5 PLIN5 PPI	ABCB6 inh MLPCN	TLR9-MyD88 inh	aDG glyco act	Exocytosis inh	Vif inh
CCOC(=O)/C(C#N)=C/c1ccc(OCC(=O)Nc2ccccc2)c(OC)c1	-3	0	0	8.7*	-5	96	-8	-0.1	3	x
CSc1ncccc1C(=O)NNC(=O)c1csc(N2CCOCC2)n1	-11	2	1	-0.4	5	99	7	-0.2	1	x
Cc1cc(=O)oc2cc(OCC(=O)N3CC[C@@]4(O)CCCC[C@H]4C3)ccc12	3	10	1	-1.3	5	100	-6	-0.1	-1	10
CC(C)CN1CC(C(=O)O)CC1=O (configuration not stated)	-11	25	3	0.4	3	97	1	0.5	-3	-2
Cc1ccccc1-n1c(Cn2c(=O)sc3ccccc32)nnc1SCC(=O)NCC1CCCO1 (configuration not stated)	-6	5	1	-1.9	10	105	-11	0.0	1	13
COc1cccc(CN2CC(C(=O)N3CCN(c4ccc(Cl)cc4)CC3)CCC2=O)c1 (configuration not stated)	-4	-3	2	-0.9	-1	94	-6	0.5	1	-12
NC1=NC[C@H](Cc2ccccc2)N1CC1CCCCC1	-6	-2	4	-0.7	4	99	-1	-0.2	6	-15
CNC(=O)c1nc(C)n(-c2cc(Cl)cc(Cl)c2)n1	-2	4	1	2.7	-3	101	-1	0.1	6	10
O=C1C=CC(=O)N1c1cccc(-c2ccccc2)c1	36*	48*	2	-2.1	28*	97	13	-0.3	25	6
c1ccc2nc3c(nc2c1)CCCC3	3	27	-1	-1.2	-1	97	3	-0.1	-4	1
COc1ccccc1/C=C/C(=O)OCC(=O)NCc1ccco1	0	18	0	2.1	-2	97	-4	-0.1	-9	-8
Cc1c(C)c2ccc(OC(C)C(=O)NCCN3CCOCC3)c(C)c2oc1=O (configuration not stated)	17	-6	2	-2.9	3	94	-8	-0.2	0	-7
Cc1cccc(NC(=O)CSc2cc(C(=O)c3nccn3C)c3ccccc3n2)c1	-1	4	-4	-1.3	-4	97	-14	0.7	-2	-4
CC(=O)c1ccc(OCCCC(=O)N2CCN(S(=O)(=O)c3cccs3)CC2)cc1	-14	4	-4	-1.2	-2	96	11	0.4	1	18
CCN1C(=O)C(CC(=O)Nc2ccc(OC)cc2)N(Cc2cccs2)C1=S (configuration not stated)	-4	3	-3	-2.9	-2	95	5	-0.2	0	x
COc1ccc(/C=N\NC(=O)C2C(=O)NCC2c2ccccc2)cc1O (configuration not stated)	-13	5	1	-0.7	-3	100	2	-0.3	6	19
Cc1nnc(SCC(=O)c2ccccc2F)n1Cc1ccccc1	-2	-6	1	-2.0	3	97	0	0.2	20	-3
CC1CCc2[nH]c3ccc(C(=O)O)cc3c2C1 (configuration not stated)	5	6	0	-1.1	11	95	4	-0.1	-6	-1
Cc1nc(-c2ccc(S(=O)(=O)Nc3cccc(Cl)c3)cc2)co1	0	15	-1	-0.4	-7	99	-4	-0.1	0	2
O=[N+]([O-])c1ccccc1S(=O)(=O)N(CC(O)CN1CCCCC1)c1ccccc1 (configuration not stated)	2	1	-1	-0.8	-1	95	-5	0.1	6	-9
CN1OC[C@@H]2CN(S(=O)(=O)c3cccc4ccccc34)[C@H](c3ccc(-c4ccccc4)cc3)C[C@@H]21	-5	-4	-3	1.5	5	91	1	-0.4	-6	x
C=CCn1cc(C(C)=O)c(=O)[nH]c1=O	-7	3	2	-1.5	-2	83	-7	0.1	-2	4
CN(C(=O)CC1C(=O)NCCN1Cc1ccc(F)c(F)c1)C1CCOCC1 (configuration not stated)	-3	0	0	-0.6	-2	98	4	0.0	-1	16
Cc1cc(Cl)ccc1OCC(=O)OCC(=O)Nc1ccc(Cl)cn1	3	8	2	0.7	4	80	-7	-0.3	-12	7
O=C(NCc1cccnc1)c1ccc(S(=O)(=O)N2CCCCCC2)cc1	4	-2	-5	-1.1	3	93	-7	-0.1	1	-4
CCN(CC)C(=O)C1CCCN(c2ncnc3c2cnn3-c2cccc(C)c2)C1 (configuration not stated)	2	-1	-3	-2.3	-3	97	4	0.2	-4	x
CC(C)CNC(=O)c1ccccc1NC(=O)/C=C/c1cccc([N+](=O)[O-])c1	2	-1	0	1.5	-2	94	5	-0.1	-2	5
COc1cccc(NC(=O)C2(C)CCN2Cc2cccc(OC)c2F)c1 (configuration not stated)	1	9	-4	3.1	4	95	x	0.3	-1	-7
CS(=O)(=O)N(Cc1ccccc1)c1ccc(C(=O)NCc2cccnc2)cc1	-4	3	-1	-1.5	0	97	11	-0.1	2	31
CCOC(=O)Cn1c(CN2CCOCC2)nc2c1c(=O)n(C)c(=O)n2C	-14	8	2	-0.3	1	101	-4	0.0	-5	-6
CSc1nc2c(c(=O)[nH]1)C(c1cccc(Br)c1)CC(=O)N2 (configuration not stated)	-12	-4	1	-2.1	-6	107	0	-0.2	2	6
O=C1c2ccccc2C(=O)N1CSc1nnc(Nc2ccccc2)s1	0	-1	2	0.5	-3	96	x	0.1	0	1
Cc1ccc(/C=N/NC(=O)c2ccc(-c3ccccc3)cc2)o1	-8	-5	-2	-1.4	4	83	1	0.1	14	-5
COc1ccc(C(=O)Oc2ccc3c(C)cc(=O)oc3c2C(C)=O)cc1	11	-3	2	2.7	-1	95	0	-0.1	-1	4
CCN(CC(=O)Nc1c(F)cccc1F)C(=O)CCNC(=O)c1ccco1	8	8	-1	-4.1	-4	97	3	-0.1	-5	4
O=C(C1CCN(CCc2ccccc2)CC1)N1CCOCC1	-5	6	1	1.7	-4	101	-10	-0.4	2	-17
CC(=O)Nc1ccc2c(c1)N(C(=O)CN(C)C)c1ccccc1CC2	-10	-8	2	-1.2	-4	98	-7	-0.2	0	-7
Cc1ccc(C(=O)OCC(=O)NCc2cccs2)s1	-5	-6	4	-1.4	-7	98	9	-0.1	9	4
O=C(CSc1ccc(-c2ccccn2)nn1)N1CCCc2ccccc21	-16	-2	-1	-0.7	4	99	-2	0.3	0	-16
CCC(=O)N1CCN(c2ccccc2NC(=S)NC(=O)c2cccc([N+](=O)[O-])c2)CC1	-16	18	-5	0.3	10	102	-5	-0.1	-1	-5
CCOC(=O)c1c(C)nc(C)c(C(=O)OCC)c1-c1ccccc1	6	-3	1	4.3	2	100	-12	-0.1	4	1
Cc1c(NC(=O)CSc2nnc(COc3ccccc3)n2-c2ccccc2)c(=O)n(-c2ccccc2)n1C	6	10	2	-1.2	4	95	-1	0.0	-2	-3
CCCCN(C(=O)c1ccc2ccccc2c1)c1c(N)n(CCCC)c(=O)[nH]c1=O	-12	14	0	-0.3	-1	98	-5	0.2	6	-3
O=C(CSc1nc2ccccc2s1)N1N=C(c2cccs2)CC1c1ccc(F)cc1 (configuration not stated)	3	4	-5	-0.4	-2	98	9	-0.1	-2	-3
COC(=O)c1cccc(NC(=O)c2cc3sccc3n2C)c1	4	-3	0	1.3	-3	89	3	-0.1	-4	-13
Nc1cc(N)nc(SCc2ccccc2)n1	-8	14	-2	-1.3	-2	98	-13	-0.1	7	12
O=C(Nc1ccccc1)c1ccccc1OCc1cccc([N+](=O)[O-])c1	-4	-7	-5	-1.5	4	100	4	0.2	-2	-7
O=C(C1CCN(S(=O)(=O)c2cccc([N+](=O)[O-])c2)CC1)N1CCOCC1	-15	-4	1	-3.6	-3	95	-6	0.0	3	-3
CC1=[N+](CC(=O)NC(C)(C)C)CCc2ccccc21	4	-1	-1	0.3	1	103	7	0.1	1	5
CC1CCN(S(=O)(=O)c2ccc3c(c2)N(CC(=O)NCCCOC(C)C)C(=O)CO3)CC1	-7	2	1	-1.8	-12	100	2	0.0	-2	-2
COC(=O)Cn1c(=NC(=O)CSCC(=O)Nc2cc(C)on2)sc2cc(C(=O)OC)ccc21	7	4	2	-0.4	2	101	-1	-0.2	-3	x

Compound activity from PubChem BioAssay.

Some of the compounds tested (hit frequency here may not be typical).
